SENP8 block = SENP8 (human) protease inhibition; Q96LD8; recombinant SENP8, Nedd8 substrate fluorescence; inhibition, % at 20 µM; actives 0.64% (n = 360,000); in the data active means inhibition mostly above about 40%, no sharp cut-off; inactive means mostly below about 27%
Target sequence (Q96LD8 whole entry, looked up): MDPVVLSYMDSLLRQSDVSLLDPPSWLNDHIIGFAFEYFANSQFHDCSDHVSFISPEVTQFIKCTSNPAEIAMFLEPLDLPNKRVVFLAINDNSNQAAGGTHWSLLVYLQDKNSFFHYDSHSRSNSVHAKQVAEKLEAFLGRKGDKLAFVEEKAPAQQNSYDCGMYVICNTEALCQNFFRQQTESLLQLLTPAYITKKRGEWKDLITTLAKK
SENP1 inh = inhibitors of human SENP1 SUMO protease catalytic domain | Q9P0U3 | actives 0.21% (n = 360,000) | inhibition, % at 10 µM | recombinant SENP1 catalytic domain, CyPet-SUMO1-YPet FRET cleavage | AID 624204;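 active means inhibition at least 30% at 10 µM, raw YFP signal under a set limit, fluorescence ratio 0.5 to 1.5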;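 further: 0% = enzyme with DMSO and 100% = no enzyme wells; some results filed as inactive read as strong as hits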
Target sequence (Q9P0U3 419-644 limits assumed): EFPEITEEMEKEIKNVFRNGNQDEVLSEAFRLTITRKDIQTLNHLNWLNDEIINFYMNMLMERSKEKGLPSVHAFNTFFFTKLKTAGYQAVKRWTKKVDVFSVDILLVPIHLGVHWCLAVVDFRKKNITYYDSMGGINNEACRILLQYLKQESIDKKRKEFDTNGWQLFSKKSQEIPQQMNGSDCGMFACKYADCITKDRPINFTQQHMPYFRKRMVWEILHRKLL
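Assay system: hSENP1 catalytic domain, recombinant. Amount: SENP1 enzyme, 20 pM final. Schedule: 50 min reaction, RT, dark. Technique: FRET, CFP and YFP emission. Control set: no-enzyme wells low, DMSO-plus-enzyme wells high control.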
Numbers without * were called inactive; i = inactive; & = joins results of further samples. This is a subset (hit frequency here may not be typical).

SMILES	SENP8 block	SENP1 inh
Cc1ccc2nc(-c3ccc(Cl)cc3)c(Cc3cccc(Cl)c3)n2c1	-391	2
CCOC(=O)c1c2c(n(-c3ccc(OC)cc3)c1C)C(=O)C(=O)c1ccccc1-2	110*	3
COc1ccc(NC(=O)C2(C)CCN2Cc2ccc(OC(F)(F)F)cc2)cc1OC (configuration not stated)	23	3
Cn1c(=O)c2cc(NC(=S)NC3CC3)ccc2n1Cc1ccccc1	i	-2
CC1(C)CC(=O)C=C(Nc2ccc(O)cc2)C1	12	-4
Cc1nc(C(F)(F)F)ccc1C(=O)N1CCC1(C)C(=O)NCc1cccs1 (configuration not stated)	11	-1
CC(=O)Nc1ccc(-c2ccnc3c2CC(C)(C(=O)Nc2ccc4c(c2)OCO4)O3)cc1 (configuration not stated)	9	1
O=C1OC(c2ccccc2)(c2ccccc2)c2ccccc21	4	2
COc1cccc(-c2ccc3c(c2)O[C@@H](CN(C)Cc2cncnc2)[C@@H](C)CN([C@H](C)CO)S3(=O)=O)c1	2	-3
O=C1NC[C@H](CCCCN2C[C@H](Cc3ccc(O)cc3)N(CC3CCCCC3)C(=O)C2=O)N(Cc2ccccc2)C1=O	8	3
CC(C)C(=O)N1CCC1(C)C(=O)Nc1nc2ccccc2[nH]1 (configuration not stated)	1	3
O=S(=O)(c1cc(Cl)cc(Cl)c1)N1CCC2CC1c1cc(Cl)ccc12 (configuration not stated)	-4	2
COc1ccc([C@H]2C[C@@H](n3cc(C4CC4)nn3)[C@H](O)CN2C(=O)C2CCCCC2)cc1	-2	2
CCOC(=O)c1ccccc1NC(=O)c1cncc(Br)c1	30	-4
CSc1nc(N)nc2c1ncn2C1OC(CO)CC1O (configuration not stated)	-44	2
Nc1ccn([C@@H]2O[C@H](C(=O)NCc3ccc4c(c3)OCO4)[C@@H](O)[C@H]2O)c(=O)n1	18	2
O=C(NCc1cc(Cl)cc(Cl)c1)c1ccc2sc([C@@H]3O[C@H](CO)[C@H](O)[C@H](O)[C@H]3O)nc2c1	17	0
C=CCC[C@H](CCCCC)OC(=O)/C=C/[C@H](O)[C@@H](O)C[C@@H](O)CC=C	8	0
CN1[C@@H](Cc2ccccc2)COc2cc(N3CCSCC3)ccc2S1(=O)=O	15	0
Cc1c(C#N)c(O)n(C)c(=O)c1N=Nc1ccc(S(N)(=O)=O)cc1	49*	-12
CC(C)c1ccc(CC(=O)N2CCC2(C)C(=O)NCc2cccc3ccccc23)cc1 (configuration not stated)	0	1
Cc1ccc(/C=C/C(=O)OCC(=O)N(C)c2c(N)n(Cc3ccccc3)c(=O)[nH]c2=O)o1	-8	-2
COc1ccc(Nc2nnc(SCC(=O)Nc3cc(C)on3)s2)cc1	14	-1
COc1ccc(-n2nnnc2C(c2cccs2)N2CCN(C/C=C/c3ccccc3)CC2)cc1 (configuration not stated)	12	2
O=C(OCc1ccccc1)N1CCCC2CC1c1ccccc12 (configuration not stated)	-3	2
Cc1ccc(-c2nc(NCCCN(C)C)c3ccccc3n2)cc1	-16	0
Cc1ccc(-c2nc3ccc(Cl)cn3c2CC2CCCCC2)cc1	-123	-4
CCOC(=O)c1ccc(S(=O)(=O)N2CCC(N3CCCCCC3)CC2)cc1	29	-9
COc1ccc(OC)c(C2C/C(=N/O)C(C)C(c3cc(OC)ccc3OC)N2)c1 (configuration not stated)	8	-2
COc1cccc(C(O)c2nc(-c3ccc(F)c(Cl)c3)cs2)c1 (configuration not stated)	15	2
COCCN1C(=O)CCC1(C)c1nnnn1Cc1ccccc1 (configuration not stated)	14	1
COc1ccc(C(CNC(=O)c2ccc(S(=O)(=O)Nc3cccc(C)c3C)cc2)N2CCOCC2)cc1 (configuration not stated)	-9	-1
CCC(C)[C@H]1CNC(=O)C(=O)N1CC1CCCCC1 (some centres not stated)	9	-4
CCOC1(OCC)OC(c2ccccc2)=C(C#N)C(C=Cc2ccccc2)C1(OCC)OCC (configuration not stated)	18	3
CCc1nc2ccc(C(=O)NC3CCN(C)CC3)cn2c1N(C)CCC(C)C	6	-5
CC(=O)N1CCN(C(C)=O)c2ccccc21	6	0
O=C1CC(c2ccccc2)=C(c2ccccc2)C1	11	3
CCOC(=O)c1c(CSC(=N)N)n(-c2ccc(Br)cc2)c2cc(Br)c(OC(C)=O)cc12	8	3
O=C(OCc1cn([C@H]2CN(C(=O)C3CCCCC3)[C@@H](c3ccccc3)C[C@@H]2O)nn1)c1ccccc1	12	2
C=CCCC(=O)N1C[C@H]2CCN(C)[C@H]2C[C@H]1c1ccccc1	21	-3
O=C(CNC(=O)N1CC(=O)Nc2ccccc21)Nc1ccc(Cl)cc1Cl	11	1
O=C(CN(c1ccccc1Cl)S(=O)(=O)c1ccccc1)NC1CC2CCC1C2 (configuration not stated)	19	-1
CCOC(=O)C1=C[C@@H](C(C)(C)C)N(S(=O)(=O)c2ccc(OC)cc2)[C@H]1c1ccccc1	12	0
COC(=O)[C@]12CCCCC=C1N(CCC1=CCCCC1)C(=O)[C@H](CC(=O)NCC1CCCCC1)C2	10	1
C/C(=N/NC(=O)c1nnn(-c2nonc2N)c1CSc1ccc(C)cc1)c1ccncc1	6	2
S=C(Nc1ccc2nsnc2c1)N1CCCCC1	-16	-30
CSC[C@H]1CN(c2ccc(Br)cc2)C(=O)[C@@H]1CC(=O)Nc1ccccc1	11	0
CN1C(=O)[C@@](O)(CC(=O)c2ccccc2)c2cc(Br)ccc21	20	3
CCC(C)[C@H](NC(=O)[C@@H]1Cc2ccccc2CN1)C(=O)NCc1ccc(C)cc1 (some centres not stated)	14	2
Cn1nc(C2CC2)cc1NC(=O)C1(C)CCN1C(=O)CC(c1ccccc1)c1ccccc1 (configuration not stated)	-14	-1
O=C(NCc1ccccc1)C(c1ccc(-c2ccccc2)cc1)N1CCN(C(=O)C2CCCO2)CC1 (configuration not stated)	18	2
Cc1cc(S(=O)(=O)ON2C(=O)c3ccccc3C2=O)ccc1F	-203	0
CC1(C)CC(=O)C2=C(C1)NC(=O)CC2	-21	-25
Cc1ccc2c(c1C)NC(=O)C21N2CCCC2C(C(=O)c2ccc3ccccc3c2)C12C(=O)Nc1ccccc12 (configuration not stated)	5	1
N#CC1(Nc2ccc(Br)cc2)CCCC1	3	2
S=c1nc(-c2ccccc2)[nH]n1-c1ccccc1	6	1
COc1ncnc2c1ncn2CCCNC1CCN(Cc2ccccc2)CC1	24	-1
CC(C)Oc1ccc(CN2CCC2(C)C(=O)Nc2ccc(Cl)c(Cl)c2)cc1 (configuration not stated)	7	-1
CN(CC(=O)Nc1ccc(Cl)cc1)CC(=O)Nc1sc2c(c1C(N)=O)CCC2	-86	-5
O=C(NCc1cccc(F)c1)c1[nH]c(C(F)(F)F)nc1-c1ccccc1	22	0

Entries of single compounds, quoted from the list. Values in the order: SENP8 block | SENP1 inh
Shown for CCC(C)[C@H](NC(=O)[C@@H]1Cc2ccccc2CN1)C(=O)NCc1ccc(C)cc1 (some centres not stated) : 14 | 2
Shown for O=C1NC[C@H](CCCCN2C[C@H](Cc3ccc(O)cc3)N(CC3CCCCC3)C(=O)C2=O)N(Cc2ccccc2)C1=O : 8 | 3
Shown for CC(C)C(=O)N1CCC1(C)C(=O)Nc1nc2ccccc2[nH]1 (configuration not stated) : 1 | 3

More compounds.
SMILES	SENP8 block	SENP1 inh
C[C@H](CO)N1C[C@H](C)[C@@H](CN(C)C(=O)Nc2ccccc2)Oc2cc(Br)ccc2S1(=O)=O	6	2
CS(=O)(=O)Nc1cccc(NC(=O)c2ccc(-c3ccc(F)c(F)c3)c3ccoc23)c1	-1	-2
Cc1cnc(CNC(=O)c2csc(COCCO)n2)cn1	31	0
C[C@@H]1CN([C@@H](C)CO)C(=O)c2cc(NC(=O)C3CCCCC3)ccc2O[C@@H](C)CCCCO[C@@H]1CN(C)Cc1ccncc1	2	-3
Cn1nc(SCc2ccccc2)c(=O)[nH]c1=O	2	-1
CCCCCCCCN1C(=O)[C@H](CC(=O)NCCC(C)C)C[C@@]2(C(=O)OC)CC(C)(C)CC=C12	18	-1
CN(c1ccccc1N(C)S(=O)(=O)c1ccccc1)S(=O)(=O)c1ccccc1	5	2
C1=C(c2ccc(-c3ccccc3)cc2)Nc2ncnn2C1c1ccco1 (configuration not stated)	-499	-17
COc1cccc(OCc2cc(C(=O)N(C)C3CCCCC3)no2)c1	9	1
CCN(CC)CCN(Cc1cc2cc3c(cc2[nH]c1=O)OCCO3)C(=S)NCCOC	-491	-5
Cc1cc(C)cc(Cn2c3ccc(NC(=O)NCc4ccc(F)cc4)cc3c(=O)n2C)c1	-475	4
CCC(CC)C(=O)N(C)c1c(C)nc2c(OCC=C(C)C)cccn12	40*	3

Quoted at random: 7 entries already listed.
SMILES	SENP8 block	SENP1 inh
C1=C(c2ccc(-c3ccccc3)cc2)Nc2ncnn2C1c1ccco1 (configuration not stated)	-499	-17
CCC(CC)C(=O)N(C)c1c(C)nc2c(OCC=C(C)C)cccn12	40*	3
Cc1cnc(CNC(=O)c2csc(COCCO)n2)cn1	31	0
C[C@H](CO)N1C[C@H](C)[C@@H](CN(C)C(=O)Nc2ccccc2)Oc2cc(Br)ccc2S1(=O)=O	6	2
CCCCCCCCN1C(=O)[C@H](CC(=O)NCCC(C)C)C[C@@]2(C(=O)OC)CC(C)(C)CC=C12	18	-1
COc1cccc(OCc2cc(C(=O)N(C)C3CCCCC3)no2)c1	9	1
Cn1nc(SCc2ccccc2)c(=O)[nH]c1=O	2	-1

(more compounds)
SMILES	SENP8 block	SENP1 inh
O=C(O)c1cccc(-n2cccc2/C=C2/NC(=O)N(c3ccc(Cl)cc3)C2=O)c1	-87	-2
O=[N+]([O-])c1ccc2nc[nH]c2c1	28	0
COCC(=O)N1CCC2CC1c1c(-c3ccc(C(F)(F)F)cc3)cccc12 (configuration not stated)	19	2
COc1cccc(C=NNC(=O)c2ccncc2)c1O	11	15
O=C(Nc1ccc2c(c1)OCO2)c1cc(C2CCCCN2C(=O)c2ccccc2)on1 (configuration not stated)	18	2
CCOC(=O)[C@]12CCC=C1N(Cc1ccccc1)C(=O)[C@H](CC(=O)N1CCSCC1)C2	13	-3
O=C1CCC[C@@H]2C=C[C@H](c3ccc(Br)cc3)[C@H]3CCN1[C@@H]32	18	1
COc1ccccc1Cc1c(-c2cccc(Cl)c2)nc2ccc(Cl)cn12	-166	15
O=C(CCN1CCCCC1)N1CCc2c([nH]c3ccccc23)C1c1cccnc1 (configuration not stated)	16	-5
COc1ccc(C(C)(O)c2nc(-c3ccc(S(C)(=O)=O)cc3)cs2)cc1 (configuration not stated)	29	2
CCN(CCc1ccccc1)c1ccc2c(c1)C1CC2CCN1Cc1ccccc1 (configuration not stated)	5	-8
COc1ccc([N+](=O)[O-])cc1NCc1c(F)cccc1F	19	6
COc1ccc(-n2c(-c3ccc(Cl)cc3)n[nH]c2=S)c(OC)c1	-120	2
CCNC(=O)C1CCCN(C(=O)c2ccc3ccccc3c2)CC1 (configuration not stated)	11	1
O=C1C(=Cc2ccc(Br)o2)C(=O)c2ccccc21	15	16
COc1ccc(C(C)C)cc1-c1cncc(NC(C)=O)n1	-498	4
CC(C)NC(=O)Nc1nnc([C@H]2C[C@H](O)[C@@H](CO)O2)s1	10	3
CCCCCCCCCCCCCCCC[n+]1ccccc1	13&20&7	0&1&-1
CC(=O)Nc1ccc(NC(=O)c2cc(S(=O)(=O)N3CCCCC3)ccc2N2CCOCC2)cc1	0	1
Cc1cccc(C)c1NC(=O)C(c1cccc2ccccc12)n1c(=O)c(-c2ccco2)nc2ccccc21 (configuration not stated)	-458	-49
C[C@@H]1CN([C@H](C)CO)C(=O)CCCn2cc(nn2)CO[C@H]1CN(C)S(=O)(=O)c1ccc2c(c1)OCCCO2	-4	-3
COCCn1c(C)cc(C(=O)CSc2ncnc3sc4c(c23)CCC4)c1C	-1	1
COc1ccc(-c2ccc(CN3C(C)C(=O)N(Cc4cn(CCC5OCCCO5)nn4)CCS3(=O)=O)cc2)cc1 (configuration not stated)	-2	-2
CC(C)[C@@H]1Cc2[nH][nH]c(=O)c2[C@H](C(C)C)O1	6	1
COC(=O)[C@H](NC(=O)c1cc([C@@H](NC(=O)OC(C)(C)C)C(C)C)sc1N)C(C)C	-9	-3
CCNC(=O)C1(C)CCCN(C(=O)c2nc(C)oc2C)C1 (configuration not stated)	17	4
COc1cc(CNc2ncnc3c2ncn3[C@H]2CN(Cc3cc(OC)c(OC)c(OC)c3)C[C@@H](CO)O2)cc(OC)c1OC	15	3
